High-throughput results: PubChem, National Center for Advancing Translational Sciences (NCATS)
N370S GC mod = N370S glucocerebrosidase modulation, Gaucher chaperone candidate; actives 0.092% (n = 330,000); N370S GC spleen homogenate, 4MU-glucoside fluorescence; Potency, µM (highest dose often 59.4 µM), for the others: at the highest dose activity change, negative = inhibition, hits mostly inhibitors; P04062; AID 2101;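 note: 0% = full enzyme activity and -100% = no enzyme basal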
KAT2A inh = blocks human GCN5L2 histone acetyltransferase; GCN5L2 HAT assay, ThioGlo1 CoA-SH fluorescence; Q92830; Potency, µM (doses to about 58.9 µM), for the others: at the highest dose activity change, negative = inhibition, usual class: inhibitors; actives 0.21% (n = 390,000)
Target sequence (Q92830 whole entry, looked up): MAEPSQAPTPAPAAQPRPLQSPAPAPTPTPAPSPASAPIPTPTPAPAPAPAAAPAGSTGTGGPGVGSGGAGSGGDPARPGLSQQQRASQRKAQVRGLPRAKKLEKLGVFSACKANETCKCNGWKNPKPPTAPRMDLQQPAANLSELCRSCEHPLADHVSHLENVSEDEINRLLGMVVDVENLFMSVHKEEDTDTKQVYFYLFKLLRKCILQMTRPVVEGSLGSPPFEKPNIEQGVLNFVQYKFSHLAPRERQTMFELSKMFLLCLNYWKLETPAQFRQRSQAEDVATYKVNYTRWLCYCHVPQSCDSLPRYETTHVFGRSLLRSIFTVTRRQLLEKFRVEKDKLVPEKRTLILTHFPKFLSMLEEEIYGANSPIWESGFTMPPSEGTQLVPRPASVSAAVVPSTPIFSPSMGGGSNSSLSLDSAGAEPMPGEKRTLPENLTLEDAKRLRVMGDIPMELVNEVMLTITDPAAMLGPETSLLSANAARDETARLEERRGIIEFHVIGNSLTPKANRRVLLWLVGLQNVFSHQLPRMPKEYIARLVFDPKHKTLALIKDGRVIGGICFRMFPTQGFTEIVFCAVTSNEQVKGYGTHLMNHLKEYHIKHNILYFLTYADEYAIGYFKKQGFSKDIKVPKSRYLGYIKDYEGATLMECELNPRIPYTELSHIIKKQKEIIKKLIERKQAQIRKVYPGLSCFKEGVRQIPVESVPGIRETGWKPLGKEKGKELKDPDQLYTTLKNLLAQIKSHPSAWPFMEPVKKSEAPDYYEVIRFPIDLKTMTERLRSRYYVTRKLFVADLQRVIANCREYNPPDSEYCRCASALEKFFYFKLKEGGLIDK
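Compounds, pin-transferred from DMSO stocks, meet 20nM GCN5L2 for 15 min before the reaction begins with H3(1-25) peptide (75uM) and acetyl-CoA (70uM). Thiol-reactive ThioGlo1 reports CoA release over 20 min at room temperature.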
FEN1 inhibitor = inhibitors of human flap endonuclease 1 | P39748 | Recombinant FEN1 flap cleavage, fluorescence, 15 min | Potency, µM (series often up to 114 µM), inactives show at the top dose activity change, negative = inhibition, hits mostly inhibitors | actives 0.35% (n = 390,000) | AID 588795; note: nearly all actives have a fitted effect of over 65% in size
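Steps: FEN1 (10 nM) dispensed; compound added by pin tool; 15 min at room temperature; substrate added to 50 nM final; reads at 0 min and 15 min; data normalized and fitted (four-parameter Hill).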
* marks the source's active call; other numbers are inactive results; ? = inconclusive; . = no result given; & = joins results of further samples; [ ] = remark or other dose. Calls come from the whole dose curve; as a rule, active = well fitted curve in the direction sought with a large enough effect; inconclusive = small, poorly fitted or top-dose-only effect, or another doubt; inactive = no such curve, though single readings can be large; an effect the other way counts as inactive or inconclusive. Unless noted, % is set by controls: 0 for no effect and ±100 for the full control effect; potency is the fitted concentration of half-maximal effect.

# | smiles | N370S GC mod | KAT2A inh | FEN1 inhibitor
1 | C=CCNc1nc(=S)[nH]c2cc(OC)c(OC)cc12 | -5% | -1% | -6%
2 | O=C(COc1ccc(Br)cc1CNC1CCCC1)Nc1ccccc1 | ? | 28% | -20%
3 | O=[N+]([O-])c1ccc(CN2CCN(c3ccccc3)CC2)o1 | -4% | -10% | -2%
4 | CC1CC(C)(C)NC(=S)N1CC(=O)N(C)Cc1ccccc1 (stereo not drawn) | 0% | -6% | 4%
5 | COc1cccc(-c2cc(C(=O)NCCCn3ccnc3)no2)c1 | -3% | -16% | -1%
6 | CNC(=S)N1CCC(NC(=O)c2ccco2)CC1 | -4% | 0% | .
7 | CCOc1ccc(CN2C(=O)c3ccccc3Sc3ccc(C(=O)NC4CCC(C)CC4)cc32)cc1 (stereo not drawn) | . | -5% | 7%
8 | COC(=O)c1ccc(C(=O)OC)c(NC(=O)CCC(=O)O)c1 | -2%[2.35 µM] | 0% | -12%
9 | Cc1cc(C)c(CNC(=O)c2cc(C3CC3)nc3c2cnn3C(C)C)c(=O)[nH]1 | . | 0% | 14%
10 | Cc1c(CCC(=O)N2CCCCC2)c(=O)oc2cc3occ(C(C)(C)C)c3cc12 | . | -2% | -18%
11 | COc1ccc(NC(=O)C2CCN(S(=O)(=O)c3cn(C)nc3C)CC2)cc1 | 3% | -7% | 3%
12 | O=C(NCC(c1ccco1)N1CCOCC1)c1c(F)cccc1F (stereo not drawn) | -18% | 0% | -3%
13 | O=C(CS(=O)c1cccc(C(F)(F)F)c1)Nc1ccccc1Cl (stereo not drawn) | 9% | -3% | -11%
14 | O=C(c1sc2cc(F)ccc2c1Cl)N1CCN(c2cccc(Cl)c2)CC1 | 3% | -4% | -5%
15 | c1ccc2[nH]c(C3CC3)nc2c1 | -6% | 0% | 1%
16 | Cc1c2cc(O)c(=O)cc-2oc2cc(O)c(O)cc12 | -10%&-5% | ? | ?
17 | Cc1ccc(C2=Nc3ccccc3SC(c3cccc([N+](=O)[O-])c3)C2)cc1 (stereo not drawn) | ? | -21% | 0%
18 | COc1cccc2c1CCc1c-2nc2ccccc2c1C(=O)O | -5% | -25% | -13%
19 | COc1ccc(-c2nc3n(n2)C(c2ccccc2OC)C(C(=O)Nc2cccnc2)=C(C)N3)cc1 (stereo not drawn) | . | -11% | 3%
20 | CC1CCCCC1NC(=O)/C(C#N)=C/c1ccccc1F (stereo not drawn) | 7% | -7% | -6%
21 | CCC(=O)Nc1ccc(C(=O)OCc2ccccc2Cl)cc1 | . | 0% | 4%
22 | O=C1CC(c2ccc3c(c2)OCCO3)Oc2ccccc21 (stereo not drawn) | 0% | -3% | -22%
23 | COc1ccc2c(=O)cc(-c3ccccc3)n(C)c2c1 | -1% | 1% | -1%
24 | O=C(Nc1ccccc1Cl)NC1(C(=O)NCc2cccnc2)CCCCC1 | -17% | -4% | 6%
25 | O=C(Nc1cccc(F)c1)c1cccc2c1C(=O)N(C1CCCCC1)C2 | 0% | ? | -8%&-6%

The listing continues.
# | smiles | N370S GC mod | KAT2A inh | FEN1 inhibitor
26 | Cc1nn(CCC#N)c2nc(C(F)(F)F)[nH]c(=O)c12 | 2%[2.35 µM] | -5% | -3%
27 | COc1ccc(-n2c(=O)c(-c3ccc(Cl)cc3)nc3cnc(N4CCNCC4)nc32)cc1 | -21% | -18% | .
28 | Cc1[nH]c2ccccc2c1C(=O)NS(=O)(=O)Nc1ccc(F)cc1 | -3% | -3% | -9%
29 | COC(=O)[C@]1(C)N[C@H](CN(C)C(=O)c2ccc(C)cc2)[C@@H]2C(=O)N(Cc3ccccc3)C(=O)[C@@H]21 | . | -6% | 13%
30 | CNc1ncnc2ccc(-c3ccccc3OC)cc12 | -16% | -7% | .
31 | COC(CNC(=O)Cc1c(C)nc2c(-c3ccccc3)c(C)nn2c1C)OC | 3% | -9% | -8%
32 | COc1ccc(C(=O)CCC(=O)Nc2ccccc2C)cc1 | . | -2% | 9%
33 | COc1ccc(Oc2ncc3nc(C)c(=O)n(-c4ccc(OC)cc4)c3n2)cc1 | 1% | -6% | .
34 | Cc1nn(CC(O)c2ccccc2)c(C)c1Br (stereo not drawn) | 25% | 0% | 1%
35 | CCc1cccc2c(C(=O)CN3C(=O)N(C)C4(CCCCC4)C3=O)c[nH]c12 | . | -5% | -22%
36 | O=C1OCCC1Sc1nc2cc(Cl)ccc2n1Cc1ccccc1 (stereo not drawn) | -4% | -18% | -15%
37 | CC(C)NC(=S)Nc1ccc2[nH]c(=O)[nH]c2c1 | 0% | -5% | -13%
38 | COCCN1CCN(C(=O)c2ccc3nc(Cc4ccccc4F)oc3c2)CC1 | -1% | -1% | 1%
39 | C=CCN(C(=O)CCC(=O)O)C1CC(=O)N(c2ccc(OC)cc2)C1=O (stereo not drawn) | 4% | -5% | 0%
40 | Cc1ccc(N/N=C/c2cccnc2)cc1 | 6% | -12% | -10%
41 | COc1ccccc1N(C)S(=O)(=O)c1ccc(Cl)c(C(=O)Nc2cccc(C)n2)c1 | 3% | -7% | -18%
42 | CC1=Nc2nc(N3CCCCC3)c(C#N)c3c4c(nc(c23)N1)N(c1ccc(C(C)C)cc1)C(=O)C4 | 4% | -11% | -15%
43 | CN(C)c1ccc(NC(=O)Nc2ccc3c(c2)nnn3C)cc1 | -11% | -4% | 4%
44 | Cc1cc(C)c(NC(=O)CNC(=O)c2cc([N+](=O)[O-])ccc2N2CCOCC2)c(C)c1 | -9% | -3% | 7%
45 | FC(F)(F)c1ccccc1-c1nccc(NCc2cccs2)n1 | 3.2µM* | -20% | .
46 | Cc1ccc(N/N=C/c2ccc3c(c2)OCCO3)cc1Cl | 14% | -6% | 17%
47 | COc1ccccc1NC(=S)Nc1ccccc1F | 19% | -3% | -6%
48 | c1ccc(CCCNc2ncnc3nc[nH]c23)cc1 | 8% | 0% | 17%&2%
49 | Cc1cc(C)c(S(=O)(=O)Nc2cc(SCC(=O)O)c(O)c3ccccc23)cc1C | -4% | 17% | -35%
50 | CCOC(=O)CNC(=O)C1(c2ccccc2)CCCC1 | -2% | -4% | 1%

Continuation.
# | smiles | N370S GC mod | KAT2A inh | FEN1 inhibitor
51 | COc1ccccc1CC(=O)Nc1ccc([N+](=O)[O-])cc1O | 3% | -6% | 6%
52 | COc1cc(NC(=S)N2CCN(S(C)(=O)=O)CC2)cc(OC)c1 | 1% | -6% | 0%
53 | COc1cc(NC(=O)c2ccc(C(=O)Nc3cc(OC)c(Cl)cc3OC)cc2)c(OC)cc1Cl | . | -5% | -4%
54 | CC(C)c1ccc(N(CC(=O)NC2CCCC2)C(=O)CCC(=O)Nc2nccs2)cc1 | -6% | 0% | -8%
55 | O=c1c(-c2ccc(Cl)cc2)nc2cnc(N3CCOCC3)nc2n1Cc1ccc(F)cc1 | -2% | -7% | .
56 | COc1ccc(CCNC(=O)c2cc(=O)c3cc(C)ccc3o2)cc1OC | -11% | -4% | 2%
57 | CS(=O)c1nc(-c2ccc(Br)cc2)cc(-c2ccccc2)c1C#N (stereo not drawn) | -8% | -1% | -6%
58 | CC(=O)c1cnc(SCCN2C(=O)c3ccccc3C2=O)nc1C | 5% | -5% | -2%
59 | COc1cc2c(cc1OC)[C@@H]1Cc3cc4c(cc3[C@H](C2)N1C)OCO4 | -15% | -4% | 2%
60 | Cc1nc2nc(SCC(=O)NCCCN3CCOCC3)nn2c(C)c1Cc1ccccc1 | -7% | -1% | -12%
61 | COc1cccc(CNC(=O)C2CCC(=O)N(CC3CCCCC3)C2)c1OC (stereo not drawn) | -15% | 0% | 1%
62 | Fc1ccc(N2CCN(C3CCC(c4ccccc4)CC3)CC2)cc1 (stereo not drawn) | -27% | -20% | 2%
63 | O=C(Nc1cccc(F)c1)c1cccnc1N1CCOCC1 | -11% | -4% | 1%
64 | O=C1C=C(N(CCO)Cc2ccccc2)c2ccccc2C1=O | -2% | -13% | -18%
65 | COc1ccc(C(=O)Nc2cccc(S(=O)(=O)NC3=NCCC3)c2)cc1OC | . | -1% | 4%
66 | CCN1C(=O)S/C(=C/c2c(OCc3ccc(C(=O)O)cc3)ccc3ccccc23)C1=O | 5% | ? | -10%
67 | Nc1ccc(C2CCCc3nonc32)c2nonc12 (stereo not drawn) | -9% | -11% | -1%
68 | CC(=O)c1cc(-c2ccccc2)n(CC(=O)NC2CCCCC2)c1C | -20% | -6%&-2% | -3%&5%
69 | CCOC(=O)c1sc(NC(=O)CSc2n[nH]c(CC)n2)nc1C | 3% | -2% | 1%
70 | C=CCn1c(SCc2nc3cc(C(=O)OC)ccc3c(=O)[nH]2)nc2sc(CC)cc2c1=O | 10% | -10% | -8%
71 | O=C1CCC/C=C/C[C@H](CC(=O)N(CCO)Cc2ccccc2)C(=O)N[C@@H](Cc2ccccc2)CO1 | . | -2% | 1%
72 | COc1ccc(-n2nnnc2SCC(=O)Nc2nnc(C)s2)cc1 | -5% | -4% | 18%
73 | COc1nc(N(C)C)nc(N(C)c2cc(Cl)cc(Cl)c2)n1 | 3% | -3% | 1%
74 | CC(O)[C@H]1CC[C@H]2[C@@H]3CC[C@H]4C[C@@H](O)CC[C@]4(C)[C@H]3C(=O)C[C@]12C (stereo partly drawn) | -21% | 2% | 16%
75 | CC(C)CNC(=O)c1ccc(Cl)c(Cl)c1 | 7% | . | -7%
76 | CC1CCN(C(=O)CSc2nnc(CNc3ccc(F)cc3)n2Cc2ccco2)CC1 | 1% | . | -5%
77 | Cc1cccc(C)c1Nc1nnc(SCc2nc3ccccc3s2)s1 | 11% | 30% | -15%

16 entries from above, with two lines to a compound.
Each structure is followed by: N370S GC mod	KAT2A inh	FEN1 inhibitor
62) Fc1ccc(N2CCN(C3CCC(c4ccccc4)CC3)CC2)cc1 (stereo not drawn)
 : -27%	-20%	2%
63) O=C(Nc1cccc(F)c1)c1cccnc1N1CCOCC1
 : -11%	-4%	1%
64) O=C1C=C(N(CCO)Cc2ccccc2)c2ccccc2C1=O
 : -2%	-13%	-18%
65) COc1ccc(C(=O)Nc2cccc(S(=O)(=O)NC3=NCCC3)c2)cc1OC
 : .	-1%	4%
66) CCN1C(=O)S/C(=C/c2c(OCc3ccc(C(=O)O)cc3)ccc3ccccc23)C1=O
 : 5%	?	-10%
67) Nc1ccc(C2CCCc3nonc32)c2nonc12 (stereo not drawn)
 : -9%	-11%	-1%
68) CC(=O)c1cc(-c2ccccc2)n(CC(=O)NC2CCCCC2)c1C
 : -20%	-6%&-2%	-3%&5%
69) CCOC(=O)c1sc(NC(=O)CSc2n[nH]c(CC)n2)nc1C
 : 3%	-2%	1%
70) C=CCn1c(SCc2nc3cc(C(=O)OC)ccc3c(=O)[nH]2)nc2sc(CC)cc2c1=O
 : 10%	-10%	-8%
71) O=C1CCC/C=C/C[C@H](CC(=O)N(CCO)Cc2ccccc2)C(=O)N[C@@H](Cc2ccccc2)CO1
 : .	-2%	1%
72) COc1ccc(-n2nnnc2SCC(=O)Nc2nnc(C)s2)cc1
 : -5%	-4%	18%
73) COc1nc(N(C)C)nc(N(C)c2cc(Cl)cc(Cl)c2)n1
 : 3%	-3%	1%
74) CC(O)[C@H]1CC[C@H]2[C@@H]3CC[C@H]4C[C@@H](O)CC[C@]4(C)[C@H]3C(=O)C[C@]12C (stereo partly drawn)
 : -21%	2%	16%
75) CC(C)CNC(=O)c1ccc(Cl)c(Cl)c1
 : 7%	.	-7%
76) CC1CCN(C(=O)CSc2nnc(CNc3ccc(F)cc3)n2Cc2ccco2)CC1
 : 1%	.	-5%
77) Cc1cccc(C)c1Nc1nnc(SCc2nc3ccccc3s2)s1
 : 11%	30%	-15%

Sorted by molar mass (largest number first): part of the list above.
# | smiles | N370S GC mod | KAT2A inh | FEN1 inhibitor
76 | CC1CCN(C(=O)CSc2nnc(CNc3ccc(F)cc3)n2Cc2ccco2)CC1 | 1% | . | -5%
62 | Fc1ccc(N2CCN(C3CCC(c4ccccc4)CC3)CC2)cc1 (stereo not drawn) | -27% | -20% | 2%
64 | O=C1C=C(N(CCO)Cc2ccccc2)c2ccccc2C1=O | -2% | -13% | -18%
